Source: PubChem BioAssay
CHT PAM: CHT positive allosteric modulators, primary screen, cell-based, membrane potential dye, choline EC20; High affinity choline transporter 1 (Homo sapiens), Q9GZV3; CHT-expressing cells; stronger effect = higher value; LV-AA mutant CHT in HEK293 cells; B-score at 10 µM; 0.49% of 310,000 active; AID 488977, 2010;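 active = initial fluorescence not abnormally high and integrated response B-score, plate-corrected, over 3 SD above library mean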
Target sequence (Q9GZV3 whole entry, looked up): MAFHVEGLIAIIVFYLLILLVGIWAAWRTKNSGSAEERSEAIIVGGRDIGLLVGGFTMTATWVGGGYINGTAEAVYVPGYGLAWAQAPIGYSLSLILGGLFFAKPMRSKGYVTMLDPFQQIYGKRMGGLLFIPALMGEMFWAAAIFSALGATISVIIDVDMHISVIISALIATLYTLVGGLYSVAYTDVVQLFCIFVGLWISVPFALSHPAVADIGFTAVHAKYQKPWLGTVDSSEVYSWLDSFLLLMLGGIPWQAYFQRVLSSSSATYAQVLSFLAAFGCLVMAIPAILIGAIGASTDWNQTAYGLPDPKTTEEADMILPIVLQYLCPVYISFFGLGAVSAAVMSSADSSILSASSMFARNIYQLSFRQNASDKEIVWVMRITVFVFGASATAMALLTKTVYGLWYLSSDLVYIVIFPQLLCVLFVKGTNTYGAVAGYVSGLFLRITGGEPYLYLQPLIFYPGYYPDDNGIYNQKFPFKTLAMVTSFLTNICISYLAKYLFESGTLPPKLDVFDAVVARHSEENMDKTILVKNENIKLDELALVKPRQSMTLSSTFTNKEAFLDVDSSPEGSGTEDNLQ
OX1R antag: OX1R (HCRTR1) antagonists, primary screen, fluorescence, CHO/OX1R cells, Fluo-8 calcium, orexin A; Fluo-8 calcium fluorescence; 0.43% of 330,000 active; Orexin/Hypocretin receptor type 1 (Homo sapiens), O43613; inhibition, % at 5 µM;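 active = inhibition above its plate's threshold, mean inhibition of all tested compounds on the plate plus 3 SD, cut at about 37% in these data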;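 note: 0% = orexin A challenge wells and 100% = SB-334867-A antagonist wells; not every result past the cut was called active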
Target sequence (O43613 whole entry, looked up): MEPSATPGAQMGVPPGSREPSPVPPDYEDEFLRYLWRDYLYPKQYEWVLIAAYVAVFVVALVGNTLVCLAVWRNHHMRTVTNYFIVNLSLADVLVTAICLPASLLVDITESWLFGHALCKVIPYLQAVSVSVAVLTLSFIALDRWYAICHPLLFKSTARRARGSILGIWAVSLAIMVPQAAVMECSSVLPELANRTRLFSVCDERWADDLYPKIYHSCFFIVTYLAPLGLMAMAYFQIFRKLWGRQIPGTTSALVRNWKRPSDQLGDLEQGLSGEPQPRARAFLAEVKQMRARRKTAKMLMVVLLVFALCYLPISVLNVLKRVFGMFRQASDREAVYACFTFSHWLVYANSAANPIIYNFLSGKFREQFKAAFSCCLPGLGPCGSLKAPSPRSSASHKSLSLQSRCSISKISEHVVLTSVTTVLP
* hit, by the source's call; i = inactive; nt = no result given.

SMILES	CHT PAM	OX1R antag
O=C(Nc1ccc(-c2csc(Nc3ccccc3)n2)cc1)c1cccc(C(F)(F)F)c1	i	-29
CCOC(=O)C(NC(=O)c1cccc(Cl)c1)(Nc1sc2c(c1C(N)=O)CCC2)C(F)(F)F (stereo not given)	i	-7
COc1ccc(CN2CCNC(=O)C2CC(=O)N(C)Cc2ccno2)c(F)c1 (stereo not given)	i	8
Cc1csc2c(N(C)CCO)ncnc12	i	-24
O=C(c1ccccc1Br)N(Cc1ccccc1)c1ccccc1	i	2
CSCC(=O)N1CCCC(CO)(Cc2ccccc2C)C1 (stereo not given)	i	-19
NNC(=O)c1cc2c(N3CCC(Cc4ccccc4)CC3)ncnc2s1	i	32
O=P(OC1CCCCC1)(OC1CCCCC1)C(O)c1cccnc1 (stereo not given)	i	-20
CCOc1ccccc1NC(=O)CSc1nc(=O)n(CCCN2CCOCC2)c2c1CCC2	i	-17
O=C(CSc1nccn1-c1ccc(Cl)cc1)NCc1ccc2c(c1)OCO2	i	-16
CCSc1nnc(NC(=O)c2csc(C)c2)s1	i	-19
CC(C(=O)Nc1ccccc1)N1CCN(c2ccccn2)CC1 (stereo not given)	i	-19
CC(C)(C)OC(=O)NCCCCCNC(=O)c1[nH]cnc1C(=O)N[C@@H](Cc1ccccc1)C(=O)OCc1ccccc1	i	73*
CCCOC(=O)c1ccc(-n2nnnc2SCC(=O)N2CCCCC2)cc1	i	-18
CN(C)C(=O)N1CCN(S(=O)(=O)c2ccc3ccccc3c2)CC1	i	-14
O=c1cccc2c1c1cc[nH]c3ccc(=O)n2c31	i	-9
O=C(COC(=O)C1COc2ccccc2O1)Nc1cccc(S(=O)(=O)N2CCCCC2)c1 (stereo not given)	i	-1
CC(=O)Nc1ccc(NC(=O)c2ccccc2Nc2ccccc2)cc1	i	-5
CC1(C)Cc2c(sc(NC(=O)c3ccccc3Cl)c2C(=O)O)CO1	i	-10
O=C(CCC(=O)N1CCOCC1)NCCc1ccc(F)cc1	nt	-9
COc1ccc2[nH]c3c(N4CCN(Cc5ccc6c(c5)OCO6)CC4)ncnc3c2c1	i	-17
Cc1c(C(=O)N2CCCCCC2)c(S(=O)(=O)Nc2cccc(F)c2)c(C)n1C	i	-6
Cc1c(Cl)cccc1-n1c(-c2cccnc2)n[nH]c1=S	i	-3
CCCn1c(SCC(=O)N2CCCC2)nc2c1c(=O)n(C)c(=O)n2C	i	-16
CCOP(=O)(OCC)C(NC(=O)Nc1ccc(Cl)c(Cl)c1)C(N)=O (stereo not given)	i	-5
New compounds follow:
SMILES	CHT PAM	OX1R antag
COCCc1ncc(CN2CCCCC2C(=O)Nc2ccc(Oc3ccccc3)nc2)cn1 (stereo not given)	i	-15
CCCc1cc(C(=O)Nc2cc(OC)ccc2OC)cs1	i	-20
COC(=O)c1cn(NC(=O)c2ccc(OC)c([N+](=O)[O-])c2)c(=O)c2ccccc12	i	-8
O=C(Cn1nnc(-c2ccncc2)n1)NCCc1ccccc1	i	-10
CCOC(=O)N1CCN(c2cc(=O)n(-c3ccc(OC)cc3)c(=O)[nH]2)CC1	i	-16
O=C(CCNC(=O)C1CCN(S(=O)(=O)c2ccc(F)cc2)CC1)NCc1ccncc1	i	-6
Cc1ccc(C(=O)NCc2nnc(SCC(=O)Nc3ccccc3)n2C)cc1	i	-18
COc1ccc(Cl)cc1Nc1nc(N)nc(C(F)(F)F)n1	i	-30
COc1ccc2oc(C(=O)N(Cc3ccco3)Cc3cccs3)c(C)c2c1	i	-30
CCc1nn(CC(=O)NCCCN(CC)CC)c(=O)c2cc3sc(C)cc3n12	i	-8
CC(C)CN(Cc1cc(=O)oc2cc3c(cc12)CCCC3)CC(C)C	i	0
COc1ccc(-c2cccc([C@H]3[C@@H]4C=CC[C@@H](C)[C@@H]4C(=O)N3Cc3ccccc3)c2)cc1	nt	-30
CCCCCCSC1=C(C#N)C(c2ccc(C)o2)CC(=O)N1 (stereo not given)	i	-14
O=C(NCCCc1nc2ccccc2[nH]1)c1ccco1	i	0
Cc1ccc(NS(=O)(=O)c2ccc(-c3ccc(=O)[nH]n3)o2)cc1	i	7
Cc1ccc(CNc2nc3c([nH]2)c(=O)n(C)c(=O)n3C)cc1	i	-10
Cn1c(CNC(=O)C2CCCCC2)cc2cc(Cl)ccc21	i	-17
O=C(Nc1cccc([N+](=O)[O-])c1)N1CCN(c2ccccc2)CC1	i	-21
CCOc1ccc(S(=O)(=O)NCc2ccccn2)c(C)c1C	i	-13
CNC(=S)N(C)/N=C1/C(=O)N(Cc2c(Cl)cccc2Cl)c2ccccc21	nt	23
Cc1ccc(NC(=O)CN2CCN(Cc3ccccc3)CC2)c(Br)c1	i	-30
O=C(/C=C/c1ccc2c(c1)OCO2)c1ccc[nH]1	i	-5
Cc1cccc(-n2nc(C(=O)c3ccco3)cc(-c3nc4ccccc4[nH]3)c2=N)c1	i	-30
Clc1ccc(C2CC(c3cccs3)n3ncnc3N2)c(Cl)c1 (stereo not given)	i	-20
CCCn1c(NCc2cccs2)nc2ccccc21	i	-24

In the list so far, seven contain fluorine:
SMILES	CHT PAM	OX1R antag
O=C(Nc1ccc(-c2csc(Nc3ccccc3)n2)cc1)c1cccc(C(F)(F)F)c1	i	-29
CCOC(=O)C(NC(=O)c1cccc(Cl)c1)(Nc1sc2c(c1C(N)=O)CCC2)C(F)(F)F (stereo not given)	i	-7
COc1ccc(CN2CCNC(=O)C2CC(=O)N(C)Cc2ccno2)c(F)c1 (stereo not given)	i	8
O=C(CCC(=O)N1CCOCC1)NCCc1ccc(F)cc1	nt	-9
Cc1c(C(=O)N2CCCCCC2)c(S(=O)(=O)Nc2cccc(F)c2)c(C)n1C	i	-6
O=C(CCNC(=O)C1CCN(S(=O)(=O)c2ccc(F)cc2)CC1)NCc1ccncc1	i	-6
COc1ccc(Cl)cc1Nc1nc(N)nc(C(F)(F)F)n1	i	-30

(more compounds)
SMILES	CHT PAM	OX1R antag
O=C(Nc1c2c(nn1-c1ccccc1)CS(=O)C2)c1ccc(S(=O)(=O)N2CCOCC2)cc1 (stereo not given)	i	1
O=C(Nc1nccs1)C1CCCN1S(=O)(=O)c1cccc2cccnc12 (stereo not given)	i	-11
O=C1Nc2ccccc2N(O)N1c1cc(-c2ccccc2Cl)no1	i	-4
COc1cc(/C=c2\sc3nc(=O)c(-c4ccccc4)nn3c2=O)ccc1OCCC(C)C	i	-3
O=C(NCc1ccco1)C(=O)NCC1OCCCN1S(=O)(=O)c1ccccc1 (stereo not given)	i	13
COc1ccc(NC(=O)C2Cc3ccccc3CN2C(=O)c2ccco2)cc1 (stereo not given)	i	-10
COc1ccc(N/C=C/C(=O)c2ccc(Cl)cc2)cc1	i	-29
Cc1ccc(C(=O)c2c(C)oc3c2C(=O)C(=O)c2ccccc2-3)cc1	i	-7
COc1cc(C(=O)NC(=S)Nc2ccccc2[N+](=O)[O-])cc(OC)c1OC	i	-33
O=C(CSc1nc2[nH]ncc2c(=O)[nH]1)N1CCCC1	i	-11
Oc1c(Br)cc(Br)cc1C=NCc1ccccc1	i	-20
Cc1nc(SCC(=O)NCc2ccc3c(c2)OCO3)nc(C)c1C	nt	1
CN(C)S(=O)(=O)c1cccc(C(=O)NCCOC(=O)c2cc(F)c(F)cc2Cl)c1	i	-39
O=C(NCCc1ccc(F)cc1)c1ccc2c(=O)n3c(nc2c1)CCC3	i	-23
CCOc1ccc(C(C)NC(=S)NCc2ccc(Cl)cc2)cc1 (stereo not given)	i	5
CN(CC(=O)Nc1ccc(F)c(F)c1F)C(=O)CN1C(=O)C2CCCCC2C1=O (stereo not given)	i	-18
CN(C1CCCCC1)S(=O)(=O)c1cccc(C#N)c1	i	-10
Cc1ccc[n+](CC(=O)c2ccc(Br)cc2)c1	i	nt
O=C(c1ccccc1)N1CCN(C(=O)c2cccnc2)CC1	i	7
Cc1cc(C(F)(F)F)n2nc(-c3cnn(C)c3C(F)(F)F)cc2n1	i	-17
CCOc1ccc(C(=O)NC(C)(C)CC)cc1	i	-26
COC(=O)c1ccc(COC(=O)C2CCN(S(=O)(=O)c3ccccc3C(=O)OC)CC2)cc1	nt	-103
CC(OC(=O)c1ccc(Br)o1)C(=O)NCC1CCCCC1 (stereo not given)	nt	-14
O=S(=O)(NC1CCCC1)c1ccc(S(=O)(=O)N2CCCN(Cc3ccccc3)C2)cc1	i	4
COc1ccc(S(=O)(=O)Nc2ccc(S(=O)(=O)Nc3cc(C)nc(C)n3)cc2)cc1OC	i	9
Additional structures:
SMILES	CHT PAM	OX1R antag
Cc1cccc(C2c3[nH]c4ccccc4c3CCN2C(=O)Cc2n[nH]c(C)n2)n1 (stereo not given)	i	-1
C=CCN(CC=C)C(=S)NCCc1ccc(OC)c(OC)c1	i	-6
Cc1ccc(C(C)NC(=O)c2c(-c3ccccc3)noc2C)cc1C (stereo not given)	i	-26
COC(=O)CCn1nnc(-c2cccs2)n1	i	-2
COc1ccc(N(C(=O)c2ccncc2)S(=O)(=O)c2cccc([N+](=O)[O-])c2)cc1	i	-4
CC1CN(C)C(C)c2c1oc1ccc(N)cc21 (stereo not given)	i	-14
Cc1ccc(-c2cc(C(=O)N3N=C(C(F)F)CC3(O)C(F)F)c3ccccc3n2)cc1C (stereo not given)	i	10
CNc1nnc(C(F)(F)F)s1	i	-11
COC(=O)/C(=N/Nc1ccc(C)cc1)N1CCCc2ccccc21	8.1*	-42
O=C(CSc1nnc(CCCO)n1-c1ccccc1)NCCc1ccccc1	i	3
O=C(Nc1ccc(F)cc1F)c1cc2ncc(CCCl)cn2n1	i	-1
Cc1cc(C)cc(N(C(=O)c2csnn2)C(C(=O)NC(C)(C)C)c2ccccn2)c1 (stereo not given)	i	-25
O=C(CNC(=O)C12CC3CC(CC(C3)C1)C2)Nc1ncccc1O	nt	-14
COC(=O)c1cc2n(n1)CCN(Cc1cccc(OC)c1)C2=O	i	4
CC(C)C(=O)NC(Nc1ccc(S(N)(=O)=O)cc1)C(Cl)(Cl)Cl (stereo not given)	i	-6
CN(C)C/C=C/C(O)(c1ccccc1)c1ccccc1	i	11
COc1ccc(S(=O)(=O)CCC(=O)O)cc1	i	0
COc1ccc(N(CC(=O)NC2CCCCC2)C(=O)CNC(=O)c2ccco2)cc1OC	i	-9
COc1ccccc1NC(=O)CN1CCN(CC(=O)Nc2ccc3c(c2)OCCO3)CC1	i	-29
Cc1cc(N(C)/N=C/c2ccccc2O)nc(-c2ccccc2O)n1	i	-21
COc1cc(S(=O)(=O)N2CCN(c3ccccc3F)CC2)ccc1Cl	i	-16
COc1ccccc1-n1cnc2cc(NCc3ccccc3O)ccc21	i	-5
Nc1nc(Br)c2c(F)cccc2c1-c1ccc(Cl)cc1	i	-13
CCN(CC)C(=O)CCSc1nnc(-c2ccco2)o1	i	2
CC(=O)Nc1ccc(S(=O)(=O)N(CCO)Cc2ccccc2)cc1	i	-9

Of the compounds above, five contain two or more sulfur atoms.
SMILES	CHT PAM	OX1R antag
CCSc1nnc(NC(=O)c2csc(C)c2)s1	i	-19
O=C(Nc1c2c(nn1-c1ccccc1)CS(=O)C2)c1ccc(S(=O)(=O)N2CCOCC2)cc1 (stereo not given)	i	1
O=C(Nc1nccs1)C1CCCN1S(=O)(=O)c1cccc2cccnc12 (stereo not given)	i	-11
O=S(=O)(NC1CCCC1)c1ccc(S(=O)(=O)N2CCCN(Cc3ccccc3)C2)cc1	i	4
COc1ccc(S(=O)(=O)Nc2ccc(S(=O)(=O)Nc3cc(C)nc(C)n3)cc2)cc1OC	i	9

(more compounds)
SMILES	CHT PAM	OX1R antag
CC(=O)N1C(=O)N(C)C2C1N(C(C)=O)C(=O)N2C (stereo not given)	i	-8
COc1ccccc1N(CN1CCCC1=O)C(=O)c1c(F)cccc1F	i	-18
C=CCNc1ncnc2c1[nH]c1ccccc12	i	12
C#CCOCCOCCOCCNc1nc(N2CCN(C(=O)[C@H](CCCCN)n3cc([C@@H](N)C(C)CC)nn3)CC2)nc(N2CCN(C(=O)[C@H](CCCCN)n3cc([C@@H](N)CO)nn3)CC2)n1 (stereo not given in full)	i	-3
COc1ccccc1NC(=S)Nc1ccccn1	i	-13
O=C(CCC(=O)NNc1nc2ccccc2c2nc(-c3ccccc3)nn12)NCCCN1CCOCC1	i	-20
CC(C)=CC(=O)Nc1c(C)cc(C)cc1Cl	i	-8
COc1ccc(-c2csc(N3CCSCC3)n2)cc1	i	-26
COCC1CCCCN1C(=O)CCCn1nnnc1CN1CCC(C)CC1 (stereo not given)	i	-16
O=C(CSc1nnnn1-c1cccc2c1CCCC2)N1CCCCC1	i	-12
COc1cc(C)c(/C=C(\C#N)C(=O)Nc2ccc(C)cc2)cc1C(C)C	i	-45
COc1ccccc1NC(=O)CN1C(=O)C(C)SC(C)C1=O (stereo not given)	i	-3
COc1ccccc1/C=N/NC(=O)C(=O)NCc1cccnc1	i	-27
O=C(c1ccco1)N1CCN(C(=O)c2cc(-c3ccccc3)nc3ccccc23)CC1	i	-22
Cn1c(-c2ccccc2)cc2ccccc21	i	4
COc1ccc(CC(=O)NC2CCSc3ccccc32)c(OC)c1 (stereo not given)	i	-17
CC(C)(O)C#Cc1ccc(C(=O)N2CCCC(CNS(=O)(=O)c3cccs3)C2)o1 (stereo not given)	i	-15
O=C(CSc1ccc2nnc(-c3cccnc3)n2n1)NCC1CCCO1 (stereo not given)	i	-5
Nc1nc2n(n1)C(=O)CC(c1ccccc1[N+](=O)[O-])N2 (stereo not given)	i	-14
CN(C)c1ccc(C(C#N)c2ccc(Cl)cc2)nn1 (stereo not given)	i	-29
Cc1nnc(NCCN2CCOCC2)[nH]c1=O	i	1
CCN(CC)CCn1c(SCC(=O)Nc2ccc3c(c2)CCC3)nc2ccccc2c1=O	nt	-14
CCOc1ccccc1CN1CCN(C2CCOCC2)CC1CCO (stereo not given)	i	-9
Cc1cccc(NC(=O)c2ccc(F)c(S(=O)(=O)N3CCC4(CC3)OCCO4)c2)c1	i	-15
